TDP1 block: TDP1 (human) enzyme inhibition. recombinant TDP1, AlphaScreen DNA substrate cleavage. Potency, µM (top dose mostly 130 µM), without a hit: at the top dose activity change, negative = inhibition, usual class: inhibitors. 0.28% of 350,000 active; note: nearly all actives have a fitted effect of over 40% in size
Target sequence (Q9NUW8 whole entry, looked up): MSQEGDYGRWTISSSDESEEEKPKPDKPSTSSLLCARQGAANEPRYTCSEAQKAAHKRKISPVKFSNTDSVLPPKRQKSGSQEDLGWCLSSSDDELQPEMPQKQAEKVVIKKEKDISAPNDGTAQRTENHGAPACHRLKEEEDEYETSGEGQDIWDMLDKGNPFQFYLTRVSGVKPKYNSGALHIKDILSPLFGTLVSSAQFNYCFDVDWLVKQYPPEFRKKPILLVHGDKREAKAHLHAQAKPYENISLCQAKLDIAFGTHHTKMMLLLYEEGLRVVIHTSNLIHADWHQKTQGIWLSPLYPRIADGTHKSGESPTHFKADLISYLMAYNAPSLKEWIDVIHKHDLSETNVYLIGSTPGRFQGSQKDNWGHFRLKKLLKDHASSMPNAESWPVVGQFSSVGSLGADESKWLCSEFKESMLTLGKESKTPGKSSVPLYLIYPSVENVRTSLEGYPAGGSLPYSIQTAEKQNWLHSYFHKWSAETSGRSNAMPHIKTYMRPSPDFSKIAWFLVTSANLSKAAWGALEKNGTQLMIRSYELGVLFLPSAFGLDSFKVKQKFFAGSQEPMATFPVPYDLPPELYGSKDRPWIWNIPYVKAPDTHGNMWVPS
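Signal: AlphaScreen proximity between streptavidin donor and anti-FITC acceptor beads on intact substrate. Reaction: Tdp1 1 nM, substrate 15 nM final, 5 min RT after 15 min compound preincubation.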
N370S GC: inhibitors or activators of N370S glucocerebrosidase for Gaucher disease. 0.092% of 330,000 active. N370S GC spleen homogenate, 4MU-glucoside fluorescence. Potency, µM (doses to about 59.4 µM), for the others: at the highest dose activity change, negative = inhibition, most hits filed as inhibitors;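 note: 0% = full enzyme activity and -100% = no enzyme basal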
TDP1 cell noCPT: qHTS for Inhibitors of human tyrosyl-DNA phosphodiesterase 1 (TDP1): qHTS in cells in absence of CPT; DT40 Tdp1-/- hTDP1 cells, no CPT, ATP luminescence, 48 h; Potency, µM (series often up to 46.2 µM), without a hit: at the highest dose activity change, negative = growth inhibition, most hits filed as inhibitors; 15% of 420,000 active; AID 686978, 2013; note: nearly all actives have a fitted effect of over 55% in size
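A cellular qHTS used chicken DT40 cells lacking endogenous Tdp1 but carrying stably transfected human TDP1. Compounds were applied without camptothecin, and cell growth kinetics were judged by ATP-dependent luminescence after ≥48 hr.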
Active calls of the source: *; u = inconclusive; x = not tested or not shown; & = joins results of further samples; [ ] = another dose, or the depositor's remark. Calls come from the whole dose curve; as a rule, active = well fitted curve in the direction sought with a large enough effect; inconclusive = small, poorly fitted or top-dose-only effect, or another doubt; inactive = no such curve, though single readings can be large; an effect the other way counts as inactive or inconclusive. Unless noted, % is set by controls: 0 for no effect and ±100 for the full control effect; potency is the fitted concentration of half-maximal effect.

Each structure is followed by: TDP1 block	N370S GC	TDP1 cell noCPT
CCOC(=O)CC(=O)CSc1nc2c(sc(=S)n2-c2ccc(OCC)cc2)c(=O)[nH]1
    0%	-8%	u
Cc1cccc(OCC(=O)Nc2nc(-c3ccncc3)cs2)c1
    -2%	x	u
COc1ccc(OC)c(NC(=O)CCN2CCN(c3ccccc3)CC2)c1
    4%	-5%	-19%
CCOc1cc(/C=C/C(=O)c2ccc(O)cc2)ccc1OCC(=O)N(C)C
    1%	-11%	u
O=C(Cn1c(=O)sc2ccccc21)N1CCOCC1
    3%	-3%	-4%
O=C1CC(c2ccccc2)Sc2nc(-c3ccccc3)c(-c3ccccc3)n21 (stereo not given)
    8%	0%	-20%
CC(OC(=O)CCc1nc2ccccc2[nH]c1=O)C(=O)c1ccccc1 (stereo not given)
    -1%	9%	u
CC(NS(=O)(=O)/C=C/c1ccccc1)c1ccccc1 (stereo not given)
    -5%	-9%	-6%
CCOc1ccc(NC(=O)NNC(=O)COc2ccc3ccccc3c2)cc1
    0%	-1%	10%
COC(=O)c1c(NC(=O)COC(=O)CCS(=O)(=O)c2ccc(C)cc2)sc(C)c1C
    2%	19%	-2%
CC1=NN(c2ccccc2)C(=O)/C1=C/c1cc(C)n(C2CC2)c1C
    3%	5%	-27%
Cc1c(Cl)cccc1-c1ccc(CNCCSc2nnnn2-c2ccccc2)o1
    2%	x	0%
COc1ccc(Cc2noc(CN3CCCN(C4Cc5ccccc5C4)CC3)n2)cc1OC
    x	-5%	u
C=CCNC(=O)COC(=O)CNC(=O)c1cc(Cl)cc([N+](=O)[O-])c1
    3%	-3%	3%
CN(C)S(=O)(=O)c1ccc(NC(=O)COC(=O)C2CC3CCCC(C2)C3=O)cc1 (stereo not given)
    2%	3%	6%
O=C(Nc1ccccc1)C1CCN(C(=O)c2ccc([N+](=O)[O-])cc2)CC1
    8%	7%	-1%
Cc1ccc(NC(=O)CN2C(=O)NC(C)(C3CC3)C2=O)c([N+](=O)[O-])c1 (stereo not given)
    1%	x	12%
O=C(CCl)N1N=C(c2cccs2)CC1c1ccco1 (stereo not given)
    0%	4%	2.9µM*
CCOc1ccc(S(=O)(=O)n2cc(-c3ccccc3)c(N)n2)cc1
    2%	-5%	-4%
Cc1ccc(S(=O)(=O)N(Cc2ccccc2)c2ccccc2C(=O)NCc2ccco2)cc1
    4%	0%	u
CCCCCC1CC(CC(=O)NC(=S)Nc2ccc([N+](=O)[O-])cc2)C(=O)O1 (stereo not given)
    0%	22%	-16%
NC(=O)C1CCN(c2cc(Cl)ccc2[N+](=O)[O-])CC1
    x	-13%	-2%
CC(C)n1c(CNC(=O)c2ccccc2)nc2ccccc21
    6%	-6%	-28%
Cc1snc(S(=O)(=O)/C(C#N)=N\Nc2ccccc2)c1C#N
    6%	4%	-30%
COc1ccc(Cn2c(CCC(=O)Nc3ccc(C)c(C)c3)nc3cccnc32)cc1
    7%&5%	26%	21µM*
O=S(=O)(c1ccc2ncn(O)c2c1)N1CCOCC1
    0%	10%	u
NC(=O)C1CCN(C(=O)CCSc2ccccc2)CC1
    -8%	2%	-7%
CCN(CC)c1ccc(NC(=O)c2cccc(C)c2OC)c(C)c1
    2%	-8%	11µM*
CN(C)S(=O)(=O)c1cccc(NC(=O)c2cc(=O)[nH]c(=O)[nH]2)c1
    x	-13%	9%
Cc1[nH]c2ccccc2c1C(C#N)(C#N)C1C(=O)c2ccccc2C1=O
    11%	18%	2.1µM*

2 records picked at random from the list so far:
Each structure is followed by: TDP1 block	N370S GC	TDP1 cell noCPT
COc1ccc(Cn2c(CCC(=O)Nc3ccc(C)c(C)c3)nc3cccnc32)cc1
    7%&5%	26%	21µM*
Cc1cccc(OCC(=O)Nc2nc(-c3ccncc3)cs2)c1
    -2%	x	u

Additional records follow.
Each structure is followed by: TDP1 block	N370S GC	TDP1 cell noCPT
O=C(NCCSc1ccccc1)c1ccccc1
    5%	1%	-3%
COc1ccccc1OCC(=O)NC1CCCCCC1
    4%	27%	-28%
CCOC(=O)C(=O)Nc1ccc(OCc2ccccc2)cc1
    5%	4%	-3%
CC(C)=CCC/C(C)=C/CO/N=C1/C[C@@H](O)[C@@H](O)[C@@H]2[C@@H]3C(=O)N(c4cccc(Oc5ccccc5)c4)C(=O)[C@H]3CC[C@@H]12
    9%[21 µM]	4%[12.8 µM]	x
O=C(CSc1nncs1)N1CCN(S(=O)(=O)c2ccccc2)CC1
    5%	0%	-16%
CCSc1cc(C)nc2c(-c3ccc(Cl)cc3)c(C)nn12
    7%	3%	1%
Cc1ccc(S(=O)(=O)Nc2cccc(CP(=O)(c3ccccc3)c3ccccc3)c2)cc1
    6%	u	-22%
Cc1ccc2c(c1)c1c(n2CC(O)CNC(C)(C)C)CCCC1 (stereo not given)
    4%	-7%	u
COc1ccc(F)cc1S(=O)(=O)Nc1cc2c3c(c1)CC(=O)N3CCC2
    0%	0%	u
CCc1ccccc1N1CC(c2nc3ccccc3n2CCC2CCCCC2)CC1=O (stereo not given)
    3%	x	5.2µM*
CCCc1cc(=O)[nH]c(SCC(=O)Nc2ccc(OC(F)F)cc2)n1
    1%	6%	-14%
CCOc1ccc(OCCCC(=O)Nc2nc3ccccc3[nH]2)cc1
    8%	4%	1%
CCC(=O)Nc1ccc(/C(C)=N/NC(=O)c2c(Br)c(C)nn2C)cc1
    0%	6%	15µM*
COc1ccc(N2CCN(C(=O)[C@@H]3CCCN3C3=NS(=O)(=O)c4ccccc43)CC2)cc1
    1%	x	-3%
Cc1ccc(C(=O)NCC(=O)OCCOc2cccc(Cl)c2)cc1
    0%	11%	-19%
COc1ccccc1N1CCN(C(=O)c2ccc(CN3CCc4ccccc4C3)cc2)CC1
    3%	x	u
COc1ccc(OC)c(COC(=O)c2cccc(S(=O)(=O)N3CCCCC3)c2)c1
    -5%	x	-24%
CC(C)CCNC(=O)C1CCC(CNc2c(N3CCCC3)c(=O)c2=O)CC1 (stereo not given)
    -4%	-3%	-17%
O=C(COc1ccccc1[N+](=O)[O-])Nc1ccc(N2CCN(C(=O)c3cccs3)CC2)cc1
    5%	u	6.5µM*
Cc1c(NS(=O)(=O)c2cc(C(=O)NCc3cccnc3)cc(Cl)c2Cl)c(=O)n(-c2ccccc2)n1C
    x	-5%	8%
CN(C(=O)COC(=O)c1cccc(S(=O)(=O)N2CCCCC2)c1)C1CCS(=O)(=O)C1 (stereo not given)
    x	-1%	-21%
Nc1cc(=O)[nH]c(SCC(=O)Nc2cccc(Cl)c2Cl)n1
    -8%	0%	-26%
CN1CCN(C(=O)CSc2nc3c(c(=O)n(C)c(=O)n3C)n2C)CC1
    x	-22%	6%
O=C(Cn1cnc2c(cnn2-c2ccc(Cl)cc2)c1=O)NCC1CCCO1 (stereo not given)
    5%	9%	-20%
Cc1cc(C)c([N+](=O)[O-])cc1-c1ccc(/C=N/c2c(-c3ccco3)nc3ccccn23)o1
    5%	6%	15µM*
CC[C@]12c3[nH]c4cc(-c5ccco5)ccc4c3CCN1C(=O)[C@@H](CC(=O)NCc1ccc(OC)c(OC)c1)C[C@@H]2C(=O)N1CCN(C(=O)C2CC2)CC1
    1%[56.1 µM]	x	u
O=C(NCCc1cccc(Cl)c1)c1cccs1
    -7%	6%	-25%
Cc1cnc(CNc2ccnc(-c3cccc(C#N)c3)n2)cn1
    x	-14%	7%
COc1cccc(N2CCN(C(=O)c3nc(-c4ccc(Cl)cc4)n4c3CCCCC4)CC2)c1
    14%	x	u
CCOC(=O)c1c(NC(=O)COc2ccc(F)cc2)sc2c1CCC(C)C2 (stereo not given)
    0%[12.3 µM]	x	u

Another view of part of the listing above:
Cc1ccc2c(c1)c1c(n2CC(O)CNC(C)(C)C)CCCC1 (stereo not given)
  TDP1 block: 4%
  N370S GC: -7%
  TDP1 cell noCPT: u

CC[C@]12c3[nH]c4cc(-c5ccco5)ccc4c3CCN1C(=O)[C@@H](CC(=O)NCc1ccc(OC)c(OC)c1)C[C@@H]2C(=O)N1CCN(C(=O)C2CC2)CC1
  TDP1 block: 1%[56.1 µM]
  N370S GC: x
  TDP1 cell noCPT: u

The listing continues:
Each structure is followed by: TDP1 block	N370S GC	TDP1 cell noCPT
Cc1ccc2c(c1)c1nc3ccccc3nc1n2CCN1CCOCC1
    1%	-2%	18µM*
Cc1ccc(O)c(C(=O)c2cnn(-c3ccccc3)c2)c1
    1%	0%	12µM*
CNC(=O)c1[nH]cnc1C(=O)Nc1ccc(C)cc1
    5%	4%	-10%
CCOc1ccc(-n2c(C)nc(O)c2N=Nc2ccccc2)cc1
    -3%	-4%	-4%
CSc1nc(C)c2c(c1C#N)CCCC2
    -2%	31%	-11%
COCc1cc(Sc2ccc(Cl)cc2Cl)nc(-c2ccccc2)n1
    -11%	3%	u
COc1ccccc1C1CC(c2ccccc2)=NN1C(=O)c1ccccc1 (stereo not given)
    x	u	u
CCn1cc(C(=O)NCCCOC(C)C)c2cc(OC)c(OC)cc2c1=O
    -3%	12%	-14%
Cc1c(CCC(=O)N2CCC(C(=O)NCCCCCC(=O)O)CC2)c(=O)oc2cc3oc4c(c3cc12)CCCC4
    3%	25%	0%
C=CC[n+]1cccc(-c2cc3ccc(C)cc3[nH]2)c1
    x	-11%	u
O=C(CCc1c[nH]c2ccccc12)N1CCCCCCC1
    9%	-1%	u
COc1cccc(C(=O)O[C@@H]2[C@H](Cc3ccccc3)NS(=O)(=O)[C@H]3C[C@@H]4C=C[C@]23O4)c1
    1%	x	-13%
C/C(=N\NC(=O)c1cccc(S(=O)(=O)N2CCOCC2)c1)c1ccc(OCC(=O)N(C)C)cc1
    0%	-16%	5%
Cc1ccc2nc(SCC(=O)N3CCN(c4ccccc4)CC3)nc(=O)n2c1
    9%	-11%	-23%
O=c1oc2c(Cl)cc(Cl)cc2cc1-c1nnc(Nc2ccccc2F)s1
    -2%	3%	x
Cc1ccc(NC(=O)NC(=O)COc2ccc(Cl)cc2Cl)c(C)c1
    4%	4%	1%
CC(C)(C)c1csc(NC(=O)CCc2ccccc2)n1
    x	-2%	u
Cc1ccc(CS(=O)(=O)Cc2ccc(C(=O)NCCCN3CCOCC3)o2)cc1
    1%	x	-4%
C=CCn1ccc(O)c(Cc2ccc(Cl)cc2)c1=O
    x	-8%	19%
Cn1c(=S)n(CCC(=O)O)c2ccccc21
    6%	-1%	5%
Cc1cnc(NC(=O)CCN2C(=O)C3CCCCC3C2=O)s1 (stereo not given)
    7%	3%	-4%
COc1ccc(OC)c(-n2cnc3cc(C(=O)NCCc4ccccc4)ccc32)c1
    7%	x	u
CC(C)=CC(=O)OCC(=O)Nc1ccccc1Cl
    4%	5%	2%
O=C(Nc1ccc(C2=NCCN2)cc1)c1ccc(C(=O)Nc2ccc(C3=NCCN3)cc2)c(Cl)c1
    11%	u	5.2µM*
COc1ccc(NC(=O)CSc2nc(C3CC3)nc3ccccc23)c(OC)c1
    12%	-5%	23µM*
O=C(O)CNS(=O)(=O)c1ccc(F)cc1
    9%	-5%	11%
CC(C)(C)NC(=O)C(c1c[nH]c2ccccc12)N(C(=O)Cn1nnc(-c2ccc(F)cc2)n1)c1cccc(O)c1 (stereo not given)
    5%	15%	21µM*
COc1ccc(/C=N/Nc2nc(-c3ccc(C)cc3)c(NC(C)=O)s2)cc1
    10%	-6%	-21%
Cc1ccc(C(=O)C(OC(=O)CNS(=O)(=O)c2ccccc2)c2ccccc2)cc1 (stereo not given)
    2%	2%	2%
COC(=O)CNC(=O)[C@@]1(C)C=C[C@@H](Cc2ccccc2)N1C(=O)OC
    4%	-13%	x
O=C(CSc1nc2ccc(Cl)cc2o1)NCc1ccc2c(c1)OCO2
    -14%	24%	u
CCn1c(SCC(=O)Nc2ccc3c(c2)c2ccccc2n3CC)nnc1-c1ccco1
    8%	6%	-7%
O=C(CSC1CC(=O)N(CCc2ccccc2)C1=O)Nc1ccc(Cl)cc1 (stereo not given)
    2%	9%	-20%
COc1ccc(N2CCN(C(=O)c3cccc(N4C(=O)C5CC=CC(C)C5C4=O)c3)CC2)cc1 (stereo not given)
    0%	2%	-10%
CCCCn1nc2cc(C(=O)NCC34CC5CC(CC(C5)C3)C4)ccc2c1OCC
    3%	23%	16µM*
CCOc1ccccc1C1CC(=O)NC(C)=C1C(=O)OCc1ccc(C)cc1 (stereo not given)
    5%	x	16µM*
COc1ccc(-c2cccc(C(=O)Nc3ccccc3C)c2)cc1
    3%	-1%	-14%
COC(=O)C1=C(NC(=O)C(C)(C)C)CCS1
    5%	-12%	-2%

Complete entries as entered above.
O=C(CSC1CC(=O)N(CCc2ccccc2)C1=O)Nc1ccc(Cl)cc1 (stereo not given) is listed with TDP1 block: 2%; N370S GC: 9%; TDP1 cell noCPT: -20%
O=C(CSc1nc2ccc(Cl)cc2o1)NCc1ccc2c(c1)OCO2 is listed with TDP1 block: -14%; N370S GC: 24%; TDP1 cell noCPT: u

Screens deposited in PubChem by National Center for Advancing Translational Sciences (NCATS).

These rows are one share of the data (hit frequency here may not be typical).
